Assay outcomes as filed in PubChem BioAssay.
MrgX1 agonist: agonists of human MrgX1 receptor, primary screen, HEK293 cells, Fluo-4 calcium flux; B-score at 10 µM; AID 588627, 2011; 310,000 tested, 0.44% active; Fluo-4 calcium fluorescence, agonist mode; active compounds read high; Mas-related G-protein coupled receptor member X1 (Homo sapiens), Q96LB2;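 active = calcium response B-score plate-corrected fluorescence ratio at least 3 library SD, with starting fluorescence B-score inside 5 SD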
Target sequence (Q96LB2 whole entry, looked up): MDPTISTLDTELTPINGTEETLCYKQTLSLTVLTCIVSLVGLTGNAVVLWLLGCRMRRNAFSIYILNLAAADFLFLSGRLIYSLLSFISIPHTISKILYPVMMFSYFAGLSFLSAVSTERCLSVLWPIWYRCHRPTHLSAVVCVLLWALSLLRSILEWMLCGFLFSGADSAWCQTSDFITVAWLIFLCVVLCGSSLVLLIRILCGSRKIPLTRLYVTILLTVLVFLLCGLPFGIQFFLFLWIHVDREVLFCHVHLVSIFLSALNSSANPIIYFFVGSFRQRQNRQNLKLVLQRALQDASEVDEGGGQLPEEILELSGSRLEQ
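Material: HEK293 cells stably expressing human MrgX1 receptor | Quantity: 15,000 cells per well | Times: Cells plated overnight, dye loaded 0.5 h 37 °C, 0.5 h room temperature | Measured by: Kinetic Fluo-4 NW fluorescence of intracellular calcium | Control set: Positive and negative controls per plate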
KCNK3 block: human KCNK3 channel inhibitors, primary screen, CHO cells, FluxOR thallium flux, B-score. 340,000 tested, 0.84% active. B-score at 10 µM. Potassium channel subfamily K member 3 (Homo sapiens), O14649. FluxOR fluorescence; active compounds read low;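 active = B-score under library mean minus 4 SD, starting fluorescence ratio at most library mean plus 5 SD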;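 also: more negative B-score means stronger inhibition of thallium flux through KCNK3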
Target sequence (O14649 whole entry, looked up): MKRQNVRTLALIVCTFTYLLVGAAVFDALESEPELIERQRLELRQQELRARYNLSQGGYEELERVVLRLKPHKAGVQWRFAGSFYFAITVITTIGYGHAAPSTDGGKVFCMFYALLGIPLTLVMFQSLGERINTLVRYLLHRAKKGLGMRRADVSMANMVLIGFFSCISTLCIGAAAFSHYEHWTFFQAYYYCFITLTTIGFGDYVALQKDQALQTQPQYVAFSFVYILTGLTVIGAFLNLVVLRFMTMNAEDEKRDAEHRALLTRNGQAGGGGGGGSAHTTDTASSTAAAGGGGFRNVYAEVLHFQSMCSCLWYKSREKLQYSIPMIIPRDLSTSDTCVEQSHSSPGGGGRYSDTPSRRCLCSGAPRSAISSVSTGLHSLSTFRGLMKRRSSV
KCNQ1 block: inhibitors of human KCNQ1 channel, primary screen, cell-based, thallium flux, high-throughput; Potassium voltage-gated channel subfamily KQT member 1 (Homo sapiens), P51787; 310,000 tested, 1.3% active; CHO-K1 KCNQ1, FluxOR thallium flux fluorescence; active compounds read high; B-score at 10 µM;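 active = compounds whose thallium flux B-score, printed positive for inhibition, exceeds three library SD while starting fluorescence stays within three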;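 also: channel opened by potassium depolarization with thallium stimulus after 20 min compound exposure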
ANO1 block: TMEM16A chloride channel inhibitors, primary screen, cell-based, HTS; HEK293 TMEM16A/YFP iodide influx fluorescence, ionomycin; normalized B-score (activity score, 25-100; higher = stronger inhibition) at 10 µM; AID 588511, 2011; 310,000 tested, 1.2% active; Anoctamin-1 (Mus musculus), Q8BHY3;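 active = ratio plate-corrected score three or more library SD toward inhibition, starting fluorescence score within five deviations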;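 also: score derived from kinetic fluorescence span divided by baseline fluorescence per well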
ANO1 activ: TMEM16A chloride channel activators or potentiators, primary screen, cell-based, HTS; Anoctamin-1 (Mus musculus), Q8BHY3; 340,000 tested, 0.3% active; AID 623877, 2012; B-score at 10 µM; HEK293 TMEM16A/YFP-H148Q/I152L, iodide quench fluorescence; active compounds read low;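 active = fluorescence-ratio B-score plate-corrected deviation score at least 3 library SD below zero, with starting fluorescence score within 5 deviations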;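 also: channel opened by trigger with iodide after compound preincubation; score built on the fluorescence ratio of max minus min over baseline; more negative score means more quench and so TMEM16A activation or potentiation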
RGS4 inh: RGS4 inhibitors, primary screen, cell-based, HEK293 M3R inducible RGS4, calcium flux; Regulator of G-protein signaling 4 (Homo sapiens), P49798; Fluo-4 calcium flux; active compounds read high; triggered by carbachol at its EC20; B-score at 10 µM; 310,000 tested, 0.45% active; AID 463165, 2010;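 active = B-score, a plate-corrected calcium signal, over three deviations above library mean, with baseline fluorescence within five deviations of library mean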;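 also: RGS4 expression induced by doxycycline in cells with stable M3 receptor; B-score is computed from the integrated fluorescence ratio over baseline after carbachol; higher B-score means a larger calcium signal and so more RGS4 inhibition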
Target sequence (P49798 whole entry, looked up): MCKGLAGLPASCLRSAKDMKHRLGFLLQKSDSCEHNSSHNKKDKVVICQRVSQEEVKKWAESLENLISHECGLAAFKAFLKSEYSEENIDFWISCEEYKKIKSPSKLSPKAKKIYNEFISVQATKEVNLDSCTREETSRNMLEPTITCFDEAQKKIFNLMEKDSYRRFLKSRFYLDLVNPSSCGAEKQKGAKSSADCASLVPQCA
RGS4 act: RGS4 potentiators or activators, primary screen, cell-based, HEK293 M3R inducible RGS4, calcium flux; carbachol calcium flux Fluo4; active compounds read low; B-score at 10 µM; AID 463111, 2010; 310,000 tested, 0.92% active;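 active = B-score of the integrated calcium signal more than 4 SD below the library mean, with starting fluorescence not abnormally high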;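 also: negative B-score means reduced calcium response which marks RGS4 activation or potentiation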
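Reagent: ECmax carbachol challenge; Test system: M3R-expressing HEK293 line, RGS4 induced by doxycycline; Schedule: overnight RGS4 induction, 30 min dye load 37 °C, 20 min compound RT; Detection: calcium dye Fluo4 fluorescence; Read-out: Agonist-evoked peak-minus-minimum fluorescence over baseline, integrated ratio, B score.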
MrgX1 PAM: positive allosteric modulators of MrgX1, primary screen, HEK293 cells, Fluo-4 calcium flux; FDSS; active compounds read high; B-score at 10 µM; 310,000 tested, 0.63% active; AID 588675, 2011;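 active = plate-corrected calcium response at least 3 library SD above typical, normal starting fluorescence, not activating the receptor alone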;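 also: compound read alongside a low EC10 to EC30 dose of BAM8-22 agonist; peak minus trough fluorescence over baseline measured at the second addition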
KCNQ1 act: potentiators or activators of KCNQ1 channel, primary screen, cell-based, thallium flux, high-throughput | Potassium voltage-gated channel subfamily KQT member 1 (Homo sapiens), P51787 | 310,000 tested, 0.35% active | CHO-K1 KCNQ1, thallium flux FluxOR fluorescence; active compounds read high | B-score at 10 µM | AID 2648, 2010;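 active = fluorescence ratio B-score, a plate-corrected score, at least three library SD, with initial intensity B-score within 5 SD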
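Test system: CHO-K1 cells stably expressing KCNQ1 / Medium: assay buffer / Also added: depolarizing K+/Tl+ stimulus, K2SO4 and Tl2SO4 each 12.5 mM in 5x stock / Incubation: 90 min dye loading and 20 min compound exposure, both at room temperature / Signal: thallium influx via FluxOR fluorescence, kinetic imaging / Evaluation: B score of baseline-normalized fluorescence ratio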
hERG rescue: hERG rescue from dofetilide block, primary screen, cell-based, CHO-hERG, FluxOR thallium flux, dofetilide IC70; dofetilide IC70 present; activation (rescue from dofetilide block), less the hit threshold, % at 10 µM; 310,000 tested, 0.51% active; AID 1511, 2009;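 active = activation above the mean of controls blocked by dofetilide plus 5 SD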;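 also: thallium influx through hERG after potassium depolarization seen as dye fluorescence rise; in these data hits start at about 4.7%; inactives centre near -7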
KCNK9 inh: KCNK9 potassium channel inhibitors, primary screen, HEK293 cells, thallium flux | B-score at 10 µM | Potassium channel subfamily K member 9 (Homo sapiens), Q9NPC2 | 310,000 tested, 1.2% active | FluxOR thallium flux fluorescence; active compounds read low;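 active = ratio B-score over 3 SD below the library mean, with starting fluorescence within 5 SD of its mean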;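 also: negative B-score means less thallium flux so channel inhibition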
Starred values were filed as active, the others as inactive.

Screening CCOc1ccc(NC(=O)CCC(=O)c2ccc(Br)cc2)cc1 returned MrgX1 agonist inactive, KCNK3 block inactive, KCNQ1 block inactive, ANO1 block inactive, ANO1 activ inactive, RGS4 inh inactive, RGS4 act inactive, MrgX1 PAM inactive, KCNQ1 act inactive, hERG rescue -4 and KCNK9 inh inactive.
Screening Nc1nc(Nc2ccccc2)nc2ccccc12 returned MrgX1 agonist inactive, KCNK3 block inactive, KCNQ1 block inactive, ANO1 block inactive, ANO1 activ inactive, RGS4 inh inactive, RGS4 act inactive, MrgX1 PAM inactive, KCNQ1 act inactive, hERG rescue -20 and KCNK9 inh inactive.
Screening CCOC(=O)/C(C#N)=C/c1ccc(OC)c(OC)c1 returned MrgX1 agonist inactive, KCNK3 block inactive, KCNQ1 block inactive, ANO1 block inactive, ANO1 activ inactive, RGS4 inh inactive, RGS4 act inactive, MrgX1 PAM inactive, KCNQ1 act inactive, hERG rescue -10 and KCNK9 inh inactive.
Cc1n[nH]c(C)c1SCC(=O)Nc1ccc(F)cc1 was read as MrgX1 agonist inactive, KCNK3 block inactive, KCNQ1 block inactive, ANO1 block inactive, ANO1 activ inactive, RGS4 inh inactive, RGS4 act inactive, MrgX1 PAM inactive, KCNQ1 act inactive, hERG rescue -1 and KCNK9 inh inactive.
For COc1ccc2c(C=O)cn(C)c2c1 the results were MrgX1 agonist inactive, KCNK3 block inactive, KCNQ1 block inactive, ANO1 block inactive, ANO1 activ inactive, RGS4 inh inactive, RGS4 act inactive, MrgX1 PAM inactive, KCNQ1 act inactive, hERG rescue -10 and KCNK9 inh inactive.
For COc1ccc(N2CC(C(=O)NC3=NCCS3)CC2=O)cc1 (configuration not stated) the results were MrgX1 agonist inactive, KCNK3 block inactive, KCNQ1 block inactive, ANO1 block inactive, ANO1 activ inactive, RGS4 inh inactive, RGS4 act inactive, MrgX1 PAM inactive, KCNQ1 act inactive, hERG rescue -20 and KCNK9 inh inactive.
Screening O=C(NNC1=NS(=O)(=O)c2ccccc21)c1cccc([N+](=O)[O-])c1 returned MrgX1 agonist inactive, KCNK3 block inactive, KCNQ1 block inactive, ANO1 block inactive, ANO1 activ inactive, RGS4 inh inactive, RGS4 act inactive, MrgX1 PAM inactive, KCNQ1 act inactive, hERG rescue -7 and KCNK9 inh inactive.
`O=C(CN1C(=O)COc2ccccc21)NNC(=O)Nc1ccccc1F` gave MrgX1 agonist inactive, KCNK3 block inactive, KCNQ1 block inactive, ANO1 block inactive, ANO1 activ inactive, RGS4 inh inactive, RGS4 act inactive, MrgX1 PAM inactive, KCNQ1 act inactive, hERG rescue 13* and KCNK9 inh inactive.
Screening COc1cc(CCCN2C(=O)C(=O)NC[C@@H]2c2ccccc2)cc(OC)c1OC returned MrgX1 agonist inactive, KCNK3 block inactive, KCNQ1 block inactive, ANO1 block inactive, ANO1 activ inactive, RGS4 inh inactive, RGS4 act inactive, MrgX1 PAM inactive, KCNQ1 act inactive, hERG rescue -14 and KCNK9 inh inactive.
CCOc1ccc(N(C(=O)CNC(=O)c2ccco2)C(C(=O)NC2CCCC2)c2cccnc2)cc1 (configuration not stated) was read as MrgX1 agonist inactive, KCNK3 block inactive, KCNQ1 block inactive, ANO1 block inactive, ANO1 activ inactive, RGS4 inh inactive, RGS4 act inactive, MrgX1 PAM inactive, KCNQ1 act inactive, hERG rescue -6 and KCNK9 inh inactive.
CCN(C(=O)Cn1c(=O)oc2ccccc21)c1cccc(C(F)(F)F)c1 was read as MrgX1 agonist inactive, KCNK3 block inactive, KCNQ1 block inactive, ANO1 block inactive, ANO1 activ inactive, RGS4 inh inactive, RGS4 act inactive, MrgX1 PAM inactive, KCNQ1 act inactive, hERG rescue -7 and KCNK9 inh inactive.
`CCOc1ccc2nc3sc(C(=O)N4CCN(C)CC4)c(N)c3cc2c1` gave MrgX1 agonist inactive, KCNK3 block inactive, KCNQ1 block inactive, ANO1 block inactive, ANO1 activ inactive, RGS4 inh inactive, RGS4 act inactive, MrgX1 PAM inactive, KCNQ1 act inactive, hERG rescue -10 and KCNK9 inh inactive.
Clc1ccc(Cc2ccccc2)nn1 was read as MrgX1 agonist inactive, KCNK3 block inactive, KCNQ1 block inactive, ANO1 block inactive, ANO1 activ inactive, RGS4 inh inactive, RGS4 act inactive, MrgX1 PAM inactive, KCNQ1 act inactive, hERG rescue 5.3* and KCNK9 inh inactive.
Screening CCCCNC(=O)c1ccccc1NC(=O)CCC returned MrgX1 agonist inactive, KCNK3 block inactive, KCNQ1 block inactive, ANO1 block inactive, ANO1 activ inactive, RGS4 inh inactive, RGS4 act inactive, MrgX1 PAM inactive, KCNQ1 act inactive, hERG rescue -8 and KCNK9 inh inactive.
`N#CC1(NC(=O)COc2ccccc2[N+](=O)[O-])CCCCC1` gave MrgX1 agonist inactive, KCNK3 block inactive, KCNQ1 block inactive, ANO1 block inactive, ANO1 activ inactive, RGS4 inh inactive, RGS4 act inactive, MrgX1 PAM inactive, KCNQ1 act inactive, hERG rescue -7 and KCNK9 inh inactive.
Screening Cc1cc(C)nc(N2CCCC(C(=O)NCC(c3ccccc3)c3ccccc3)C2)n1 (configuration not stated) returned MrgX1 agonist inactive, KCNK3 block inactive, KCNQ1 block inactive, ANO1 block inactive, ANO1 activ inactive, RGS4 inh inactive, RGS4 act inactive, MrgX1 PAM inactive, KCNQ1 act inactive, hERG rescue -13 and KCNK9 inh inactive.
For C=CCn1c(C)c(C(C)=O)c(N2CCOCC2)nc1=S the results were MrgX1 agonist inactive, KCNK3 block inactive, KCNQ1 block inactive, ANO1 block inactive, ANO1 activ inactive, RGS4 inh inactive, RGS4 act inactive, MrgX1 PAM inactive, KCNQ1 act inactive, hERG rescue -6 and KCNK9 inh inactive.
`Cc1nc(N2CCCCC2)c2ccsc2n1` gave MrgX1 agonist inactive, KCNK3 block inactive, KCNQ1 block inactive, ANO1 block inactive, ANO1 activ inactive, RGS4 inh inactive, RGS4 act inactive, MrgX1 PAM inactive, KCNQ1 act inactive, hERG rescue -2 and KCNK9 inh inactive.
For Cc1cc(Br)c(NC(=O)Cn2c([N+](=O)[O-])cnc2C)cc1C the results were MrgX1 agonist inactive, KCNK3 block inactive, KCNQ1 block inactive, ANO1 block inactive, ANO1 activ inactive, RGS4 inh inactive, RGS4 act inactive, MrgX1 PAM inactive, KCNQ1 act inactive, hERG rescue -6 and KCNK9 inh inactive.
Screening CCC1(C)Cc2ccccc2-c2nc(SCC(N)=O)[nH]c(=O)c21 (configuration not stated) returned MrgX1 agonist inactive, KCNK3 block inactive, KCNQ1 block inactive, ANO1 block inactive, ANO1 activ inactive, RGS4 inh inactive, RGS4 act inactive, MrgX1 PAM inactive, KCNQ1 act inactive, hERG rescue -4 and KCNK9 inh inactive.
Screening O=C(COC(=O)CSc1ccc([N+](=O)[O-])cc1)NCCCc1ccccc1 returned MrgX1 agonist inactive, KCNK3 block inactive, KCNQ1 block inactive, ANO1 block inactive, ANO1 activ inactive, RGS4 inh inactive, RGS4 act inactive, MrgX1 PAM inactive, KCNQ1 act inactive, hERG rescue -12 and KCNK9 inh inactive.
For Cc1nc2ccccc2nc1CN1CCN(Cc2ccc(F)c(F)c2)C(CCO)C1 (configuration not stated) the results were MrgX1 agonist inactive, KCNK3 block inactive, KCNQ1 block inactive, ANO1 block inactive, ANO1 activ inactive, RGS4 inh inactive, RGS4 act inactive, MrgX1 PAM inactive, KCNQ1 act inactive, hERG rescue -9 and KCNK9 inh inactive.
Screening CCOC(=O)c1ccc(N=C2SC(C(=O)Nc3ccc(C(=O)O)cc3)CC(=O)N2Cc2cccs2)cc1 (configuration not stated) returned MrgX1 agonist inactive, KCNK3 block inactive, KCNQ1 block inactive, ANO1 block inactive, ANO1 activ inactive, RGS4 inh inactive, RGS4 act inactive, MrgX1 PAM inactive, KCNQ1 act inactive, hERG rescue -11 and KCNK9 inh inactive.
`Cc1cccc(CS(=O)(=O)c2cn(CC(=O)N3CCOCC3)c3ccccc23)c1` gave MrgX1 agonist inactive, KCNK3 block inactive, KCNQ1 block inactive, ANO1 block inactive, ANO1 activ inactive, RGS4 inh inactive, RGS4 act inactive, MrgX1 PAM inactive, KCNQ1 act inactive, hERG rescue -9 and KCNK9 inh inactive.
Screening CC(C)CCNC(=O)CCCOc1ccccc1 returned MrgX1 agonist inactive, KCNK3 block inactive, KCNQ1 block inactive, ANO1 block inactive, ANO1 activ -4.6*, RGS4 inh inactive, RGS4 act inactive, MrgX1 PAM inactive, KCNQ1 act inactive, hERG rescue -9 and KCNK9 inh inactive.
COCCCNC(=O)Cn1nnc(-c2ccc(NC(=O)c3ccccc3F)cc2)n1 was read as MrgX1 agonist inactive, KCNK3 block inactive, KCNQ1 block inactive, ANO1 block inactive, ANO1 activ inactive, RGS4 inh inactive, RGS4 act inactive, MrgX1 PAM inactive, KCNQ1 act inactive, hERG rescue -10 and KCNK9 inh inactive.
Screening CCCC(=O)Nc1cc2c(cc1C(C)=O)OCCO2 returned MrgX1 agonist inactive, KCNK3 block inactive, KCNQ1 block inactive, ANO1 block inactive, ANO1 activ inactive, RGS4 inh inactive, RGS4 act inactive, MrgX1 PAM inactive, KCNQ1 act inactive, hERG rescue -5 and KCNK9 inh inactive.
Screening Cc1nc2nc(C)n(-c3ccccc3)c2s1 returned MrgX1 agonist inactive, KCNK3 block inactive, ANO1 block inactive, ANO1 activ inactive and MrgX1 PAM inactive.
